SIAE primary = blocks human sialic acid acetylesterase | Q9HAT2 | SIAE FP-Rh probe binding, fluorescence polarization | inhibition, % at 9.66 µM | AID 1053197 | hit rate 0.69% among 370,000;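 active = inhibition above a cutoff: mean of compounds within the control limits plus 3 SD of those, cut at about 17% in these data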;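 also: 0% = plate median of compound wells and 100% = probe without SIAE protein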
MBD2 DNA inh = blocks human MBD2 binding to methylated DNA; Q9UBB5; inhibition, % at 4.4 µM; TR-FRET, MBD2 binding to methylated oligonucleotide; hit rate 0.31% among 370,000; in the data active = inhibition above about 13%
Target sequence (Q9UBB5 whole entry, looked up): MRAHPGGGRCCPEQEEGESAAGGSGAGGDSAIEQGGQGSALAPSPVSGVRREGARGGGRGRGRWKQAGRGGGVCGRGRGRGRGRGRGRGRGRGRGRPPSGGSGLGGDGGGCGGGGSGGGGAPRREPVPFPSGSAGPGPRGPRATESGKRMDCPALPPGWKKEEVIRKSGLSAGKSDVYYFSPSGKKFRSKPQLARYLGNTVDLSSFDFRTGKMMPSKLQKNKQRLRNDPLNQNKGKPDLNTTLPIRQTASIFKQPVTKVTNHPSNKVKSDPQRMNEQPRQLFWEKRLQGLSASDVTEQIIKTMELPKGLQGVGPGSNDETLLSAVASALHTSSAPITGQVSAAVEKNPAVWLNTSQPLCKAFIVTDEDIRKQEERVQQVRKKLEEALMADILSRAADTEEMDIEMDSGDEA
UHRF1 MBD2 ctr = human UHRF1 methylated DNA binding inhibitors; UHRF1 binding to methylated oligo, TR-FRET; AID 687016; inhibition, % at 4.4 µM; Q96T88; hit rate 0.75% among 370,000; in the data active = inhibition above about 21%;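 also: UHRF1 SRA domain binding a hemimethylated CpG hairpin DNA probe; 0% = median of test compound wells and 100% = reference inhibitor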
TCR-CD3 inh = human TCR-CD3 binding inhibition. TAMRA-labeled TCR probe fluorescence, biochemical. AID 651800. hit rate 0.37% among 360,000. inhibition, % at 9.4 µM; in the data active = inhibition above about 19%;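 also: recombinant mutant TCR 2C K166C tagged with TAMRA read by polarization; 0% = receptor in buffer alone and 100% = receptor with positive control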
GC-A act = GC-A (human) enzyme activation | hit rate 0.14% among 370,000 | HEK293 GC-A cells, cGMP TR-FRET, EC30 ANP; 0% at EC30 ANP, 100% saturating ANP | activation, % at 10 µM; in the data active = activation above about 40%
ABHD4 inh = inhibitors of mouse ABHD4; inhibition, % at 8.92 µM; hit rate 0.54% among 370,000; purified mABHD4, FP-Rh probe fluorescence polarization; Q8VD66; AID 720543;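 active = inhibition exceeding the mean over every tested compound plus 3 SD, cut at about 30% in these data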;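 also: 0% = plate median of compound wells and 100% = S159A mutant with DMSO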
Target sequence (Q8VD66 whole entry, looked up): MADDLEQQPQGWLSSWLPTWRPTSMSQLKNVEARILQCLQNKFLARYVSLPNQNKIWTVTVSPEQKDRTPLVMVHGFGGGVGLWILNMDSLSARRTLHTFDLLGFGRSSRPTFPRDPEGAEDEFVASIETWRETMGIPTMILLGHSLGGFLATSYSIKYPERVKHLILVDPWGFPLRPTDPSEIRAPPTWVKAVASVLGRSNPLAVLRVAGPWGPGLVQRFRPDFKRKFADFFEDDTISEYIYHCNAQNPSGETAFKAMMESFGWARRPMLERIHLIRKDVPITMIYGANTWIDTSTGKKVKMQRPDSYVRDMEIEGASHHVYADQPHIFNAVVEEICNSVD
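Assay system: mouse ABHD4 enzyme, wild type / Also added: fluorescent activity-based probe FP-Rh / Doses: single nominal dose of 8.92 µM, 0.89% DMSO final / Timing: 45 min compound pre-incubation plus 60 min probe step, 25 °C / Signal: FP readout, ex 525 nm / em 598 nm / Control set: S159A mutant/DMSO as 100%, compound-well median as 0%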
PRMT1 FP inh = inhibitors of human PRMT1. Q99873. recombinant PRMT1, activity-based probe fluorescence polarization. inhibition, % at 2.79 µM. hit rate 1.3% among 370,000. AID 652257;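 active = inhibition above about 21% made by adding two undisclosed values, limit read from the data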
HTRA1 inh = blocks human HTRA1 serine peptidase; Q92743; recombinant HTRA1, FP-rhodamine activity-based probe, fluorescence polarization; inhibition, % at 5.96 µM; hit rate 0.5% among 340,000; in the data active = inhibition above about 36%;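 also: 0% = enzyme with DMSO and 100% = wells lacking enzyme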
GC-B act = GC-B (human) receptor activation. AID 1920062. activation, % at 10 µM. HEK293-GC-B cells, CNP EC30, cGMP TR-FRET; 0% at EC30 CNP, 100% saturating CNP. hit rate 0.11% among 370,000;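 active = activation at 10 µM reaching about 35% in either raw or pattern-adjusted values, limit read from the data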
rCAG binder = binds r(CAG) RNA repeats; r(CAG) RNA repeat, TO-PRO-1 dye displacement fluorescence; inhibition, % at 3 µM; hit rate 1.3% among 370,000; AID 651821;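 active = inhibition above the plate cutoff, the mean of all test compounds on that plate plus 3 SD, cut at about 35% in these data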;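 also: 0% = DMSO alone and 100% = 100 µM mitoxantrone as full dye displacement; higher means more dye released from RNA so lower well fluorescence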
Numbers without * were called inactive; . = no result given. Not all compounds are listed. The share of hits here may be higher or lower than overall.

SMILES	SIAE primary	MBD2 DNA inh	UHRF1 MBD2 ctr	TCR-CD3 inh	GC-A act	ABHD4 inh	PRMT1 FP inh	HTRA1 inh	GC-B act	rCAG binder
O=C(c1c(Cl)nc2sccn12)N1CCCc2ccccc21	-3	-2	-1	-1	0	-6	-1	3	-4	-4
O=C1N2Cc3ccccc3C2CS(=O)(=O)N1Cc1ccccc1 (stereo unspecified)	-1	-1	-1	.	0	-2	-1	.	-2	4
CCCC1CCc2c(sc(N)c2C(N)=O)C1 (stereo unspecified)	-2	2	1	2	-1	10	9	3	0	6
O=C(NN=C1CCCCCC1)c1cc(-c2ccccc2)nc2ccccc12	-19	-4	-1	-6	5	-13	3	-14	5	5
Cc1cc(C)cc(NC(=S)N2CCC(NC(=O)c3ccc(F)cc3)CC2)c1	3	-6	0	2	-7	2	1	-4	-4	2
CCCCNc1ccc(C(CC(N)=O)NC(=O)c2cc(C)cc(C)c2)cc1[N+](=O)[O-] (stereo unspecified)	1	1	-1	-4	2	-1	2	0	4	7
Cc1ccccc1C(=O)Nc1nnc(-c2ccncc2)o1	5	-8	-3	-5	1	0	2	4	2	-1
CCOc1cc(C=O)ccc1OCc1cc(=O)n2cc(C)ccc2n1	4	-2	-1	5	-6	-2	-3	-5	-1	-1
Cc1ccc(NC(=O)CN(C)C(=O)c2cccc(S(=O)(=O)N3CCc4ccccc43)c2)cc1	-4	4	-1	-5	-2	4	1	-13	-5	8
O=C(COc1ccccc1)Nc1cc(Cl)ccc1Cl	-7	3	0	3	-4	0	1	-6	-4	-1
O=C(COC(=O)Cc1cccc(C(F)(F)F)c1)Nc1cccc2ccccc12	-4	4	-2	1	-4	-2	-2	-9	4	1
Cc1ccc(-c2csc(NC(=O)C[n+]3cc(-c4ccc(C)cc4)n4c3CCC4)n2)cc1	4	0	-1	-3	3	8	1	-13	1	14
COc1cc2nc(CN3CCC(C(O)(c4ccccc4)c4ccccc4)CC3)[nH]c(=O)c2cc1OC	6	-1	3	2	-9	-8	-12	4	-11	1
O=C(CCl)N(c1ccccc1)C1CCCCC1	-6	4	0	-4	-10	0	5	-4	3	-7
Cn1cc(CN2CCCC(C(=O)Nc3ccc(-c4cccc(F)c4)cc3)C2)cn1 (stereo unspecified)	1	1	11	-4	1	6	-3	3	-6	-7
O=C(CCS(=O)(=O)c1ccc(F)cc1)Nc1nnc(-c2ccc(F)cc2)o1	9	-2	1	3	-1	3	-1	1	-4	4
CCCC(=O)Nc1cc(-c2nn(C)c(=O)c3ccccc23)ccc1OC	3	-1	-1	3	3	1	-2	-3	-1	-4
Cc1cc(C)nc(SCNC(=O)c2ccc(F)cc2)n1	14	-7	0	-3	2	1	26*	-2	2	0
COc1ccc(C2CC(c3ccc(OC)cc3)n3nc(NS(C)(=O)=O)nc3N2)cc1 (stereo unspecified)	-2	3	7	-9	1	0	2	7	-4	4
COc1ccc(-c2cc3ccc(OCC(N)=O)cc3oc2=O)cc1OC	-1	-2	-1	-1	14	3	-1	4	-7	-1
COc1ccc(Cl)cc1NC(=O)CN1CCC(NC(=O)C2CC2)CC1	3	1	8	0	-5	1	2	-3	-4	-4
O=C(NNC1CC(=O)N(c2ccc(F)cc2)C1=O)c1cccnc1 (stereo unspecified)	1	6	3	2	8	-1	9	8	2	8
CCOC(=O)C1(Cc2cccc(Cl)c2)CCCN(C(=O)c2cccc(C)n2)C1 (stereo unspecified)	-7	6	4	0	-8	-3	2	-6	-5	-8
O=C(O)CC(C(=O)Nc1ccc(F)cc1)C1CCCO1 (stereo unspecified)	-5	3	7	-5	2	2	6	6	0	1
CC(C)(C)NC(=O)C(c1cccnc1)N(C(=O)c1ccc(Cl)nc1)C1CCCC1 (stereo unspecified)	-5	2	3	1	0	3	-6	8	1	-3

The closing 4 entries of the part before are carried over, then new ones follow.
SMILES	SIAE primary	MBD2 DNA inh	UHRF1 MBD2 ctr	TCR-CD3 inh	GC-A act	ABHD4 inh	PRMT1 FP inh	HTRA1 inh	GC-B act	rCAG binder
O=C(NNC1CC(=O)N(c2ccc(F)cc2)C1=O)c1cccnc1 (stereo unspecified)	1	6	3	2	8	-1	9	8	2	8
CCOC(=O)C1(Cc2cccc(Cl)c2)CCCN(C(=O)c2cccc(C)n2)C1 (stereo unspecified)	-7	6	4	0	-8	-3	2	-6	-5	-8
O=C(O)CC(C(=O)Nc1ccc(F)cc1)C1CCCO1 (stereo unspecified)	-5	3	7	-5	2	2	6	6	0	1
CC(C)(C)NC(=O)C(c1cccnc1)N(C(=O)c1ccc(Cl)nc1)C1CCCC1 (stereo unspecified)	-5	2	3	1	0	3	-6	8	1	-3
Cc1ccc(NS(=O)(=O)c2ccc3c(c2)NC(=O)C(C)C(=O)N3)c(Cl)c1 (stereo unspecified)	0	-1	2	-5	1	-4	-5	9	-1	7
Cc1cc(NC(=O)c2ccc3[nH]c(C)c(C)c3c2)ccn1	2	14*	1	-3	-23	9	-5	3	-9	-3
CC(=O)N1CCCc2cc(S(=O)(=O)N3CCc4ccccc4C3)ccc21	4	1	-1	-1	5	7	1	-6	4	-5
CCCN(CCC)CCNc1c(NC2CCN(C(=O)OCC)CC2)c(=O)c1=O	7	-3	0	-7	17	3	4	3	6	-3
CCOc1ccc(C2=CC(=O)C[C@H](c3ccc(OC)cc3)C2)cc1	-5	-3	-3	2	-1	2	0	-44	-2	2
CCCCn1c(SCC(=O)N(C)C2CCS(=O)(=O)C2)nc2cc(S(N)(=O)=O)ccc21 (stereo unspecified)	-2	-1	1	3	4	3	3	1	5	1
CCOC(=O)C1=C(C)Nc2ccccc2N=C1NC(=O)Cc1ccc(Cl)c(Cl)c1	-1	3	13	0	-1	-3	-6	1	-3	1
CCN(c1ccccc1)S(=O)(=O)c1cccc(C(=O)OCc2nc3sc(C)c(C)c3c(=O)[nH]2)c1	-28	-8	-2	9	1	4	-1	-30	3	4
O=C(CCn1c(=S)[nH]c2ccccc2c1=O)Nc1ccc(F)cc1	2	-3	2	5	-6	3	-5	-6	-4	0
CC(C)CN1CCC(C(=O)NCC2CCCO2)CC1 (stereo unspecified)	-4	12	2	-2	-4	12	3	3	7	-1
COc1ccc(OC)c(/C=N/n2c(COc3ccccc3)n[nH]c2=S)c1	-3	4	1	-7	-7	-2	12	0	-6	23
CC1Cc2ccccc2N1C(=O)CSc1ncccc1C(=O)O (stereo unspecified)	3	1	6	-4	-4	-9	5	-6	3	5
CNC(=S)NNC(=O)c1sc2cc(C(F)(F)F)cnc2c1-c1ccccn1	7	0	-3	6	0	0	-3	-5	6	0
OCCNCC(O)Cn1c2ccccc2c2ccccc21 (stereo unspecified)	-1	4	0	-2	1	1	1	4	5	-3
CCOC(=O)C(C)N1C(=O)S/C(=C/c2cc(C)n(-c3ccncc3)c2C)C1=O (stereo unspecified)	1	0	-1	-1	5	-1	-1	-4	4	-4
CC(C)OCCCNC(=O)CN1C(=O)COc2ccc(S(=O)(=O)N3CCCCCC3)cc21	4	-1	1	1	6	1	3	-1	0	-4
CC1CC1C(=O)OCC(=O)Nc1cccc([N+](=O)[O-])c1 (stereo unspecified)	4	-1	2	-3	2	0	-4	9	-1	3
O=C1NC(=O)C2(CCCc3c([N+](=O)[O-])cccc32)N1 (stereo unspecified)	0	4	3	-2	3	0	18	3	0	0
CNS(=O)(=O)c1cc(-c2nnc(N3CCOCC3)c3ccccc23)ccc1C	10	1	0	1	2	1	-2	-3	6	-5
CCCCN(CC)Cc1c(C)[nH]c2ccccc2c1=O	8	4	-1	-1	-1	-1	-4	3	-4	-4
CN(C)c1ccc(NC(=O)CN2CCc3ccccc3C2)cc1	2	8	5	1	0	0	-4	-2	1	-6
CN(C(=O)COC(=O)c1ccc(S(=O)(=O)N2CCCC2)cc1)c1ccccc1	-2	2	1	-6	-1	0	4	0	3	-7
N/N=C(\c1ccccc1)c1cc(Br)ccc1N	10	3	1	-9	-4	3	1	-1	0	-2
CCn1cc(C(=O)NCc2cccc(F)c2)c(=O)c2cc(F)c(N3CCN(C(=O)c4ccco4)CC3)cc21	-4	-5	-3	-2	-4	-14	1	-52	5	-2
CC(C)(C)c1ccc(-c2nc(C=O)c3ccccn23)cc1	-5	-4	-1	0	-36	-1	0	-2	-14	-6
Additional records follow:
SMILES	SIAE primary	MBD2 DNA inh	UHRF1 MBD2 ctr	TCR-CD3 inh	GC-A act	ABHD4 inh	PRMT1 FP inh	HTRA1 inh	GC-B act	rCAG binder
O=C(NCc1ccccn1)C(=O)NCC(c1ccco1)N1CCOCC1 (stereo unspecified)	-2	1	1	0	-4	-4	4	2	-1	-3
CN(C)CCNC(=O)Cn1ccc2cc(S(=O)(=O)N3CCCCCC3)ccc21	2	-3	1	10	-1	4	-3	5	-2	1
COc1ccc(S(=O)(=O)N(C)C[C@H]2Oc3ccc(NC(=O)CCC(F)(F)F)cc3C(=O)N([C@H](C)CO)C[C@@H]2C)cc1	2	6	-1	8	2	11	4	-2	0	0
CCN1C(=O)/C(=C2\C=Cc3cc(C)ccc3N2CC)OC1=S	6	-5	3	0	3	12	0	3	1	6
C=CCn1c(SCC(=O)Nc2ccccc2)nnc1-c1cccc(S(=O)(=O)N2CCOCC2)c1	0	2	-2	-1	0	6	1	0	2	-5
Cc1cc(C(=O)O)c(C)n1Cc1ccncc1	0	5	-1	0	6	0	4	-1	1	-3
Cc1cc(C)nc(SCc2ccc(C(=O)N/N=C3\CCCC(=O)C3)cc2)n1	5	-7	1	-1	1	3	8	-17	-2	3
CC1CCCCC1NC(=O)C1CCN(C(=O)NC2CCCCC2)CC1 (stereo unspecified)	-2	4	-2	1	0	1	-3	8	3	-3
CC(C)(C)OC(=O)[C@H](Cc1ccccc1)NC(=O)c1nc[nH]c1C(=O)N1CCN(C(=O)OC(C)(C)C)CC1	-1	-1	0	5	5	5	1	-4	3	-11
Cn1c(=O)c2sccc2n2c(CCCC(=O)N3CCN(c4ccccn4)CC3)nnc12	2	1	-2	0	-1	-3	-2	-1	3	-7
CCn1cc[n+](C)c1P(c1ccccc1)c1ccccc1	2	0	3	-1	-3	-2	0	-4	-2	-2
Cc1ccc(NC(=O)c2cnc(SCC(=O)NCC3CCCO3)n(C)c2=O)cc1 (stereo unspecified)	-2	1	-1	-2	22	-3	4	-2	2	-1
CC(C)(CCl)C(=O)Nc1ccc(Sc2ccc(F)cc2)cc1	-13	-5	0	-2	9	-27	-2	-35	9	6
Cc1cccc(OCCCC(=O)Nc2ccc3c(c2)OCO3)c1	-3	-1	-3	2	1	-2	2	-15	2	-2
Cc1ccc(S(=O)(=O)n2[nH]c(=O)cc2N)cc1	2	3	-2	7	3	6	-1	-5	5	3
O=C(NN=Cc1ccc([N+](=O)[O-])cc1)c1ccncc1	1	-2	0	-11	-2	-1	-2	0	-1	2
COc1ccc(CCNC(=O)C(=O)NCc2ccccn2)cc1	4	1	-1	6	5	-4	-3	8	-2	-1
CC(=O)Nc1c(O)nc(SCc2ccc(Cl)cc2)[nH]c1=O	-6	0	0	3	1	1	-2	2	4	-3
COc1ccc(C(=O)Nc2ccc(N3CCCC3)cc2)cc1Br	3	-9	-1	6	-1	14	0	-3	1	12
CCN(C(=O)CSc1cc(C)c2ccccc2n1)C1CCS(=O)(=O)C1 (stereo unspecified)	-6	-4	-1	9	-2	0	-5	-2	2	-6
COc1cccc(N/N=C(\C#N)S(=O)(=O)C(C)(C)C)c1	-4	3	3	-3	5	2	5	.	4	8

Screening results (PubChem)
